Bioassay records as filed in PubChem.
AMA1 RON2 block: disrupts binding of P. falciparum AMA1 to RON2; AlphaScreen AMA1-biotinylated RON2 peptide binding; Potency, µM (highest dose often 58.2 µM), inactives show at the top dose activity change, negative = inhibition, actives largely listed as inhibitors; actives 0.2% (n = 360,000); AID 720542;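 note: potency is the fitted concentration of half-maximal effect; 0% = vehicle wells and -100% = peptide control; nearly all actives have a fitted effect of over 45% in size; some results filed as inactive show a strong effect at the top dose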
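AMA1 (3D7) with his tag at 25 nM final met compounds first, then biotinylated RON2 peptide at 25 nM; detection used donor plus acceptor beads, 10 µg/mL apiece, read by AlphaScreen after 30 min at room temperature.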
AmpC no deterg: blocks E. coli AmpC beta-lactamase in detergent-free assay | P00811 | Potency, µM (highest dose often 57.1 µM), for the others: at the top dose activity change, negative = inhibition, usual class: inhibitors | AmpC nitrocefin hydrolysis, absorbance 480 nm, 0.0001% Triton | actives 0.52% (n = 330,000);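 note: potency is the fitted concentration of half-maximal effect; plate controls were no compound for no effect and no enzyme for full effect; nearly all actives have a fitted effect of over 20% in size; some results filed as inactive show a strong effect at the top dose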
Target sequence (P00811 whole entry, looked up): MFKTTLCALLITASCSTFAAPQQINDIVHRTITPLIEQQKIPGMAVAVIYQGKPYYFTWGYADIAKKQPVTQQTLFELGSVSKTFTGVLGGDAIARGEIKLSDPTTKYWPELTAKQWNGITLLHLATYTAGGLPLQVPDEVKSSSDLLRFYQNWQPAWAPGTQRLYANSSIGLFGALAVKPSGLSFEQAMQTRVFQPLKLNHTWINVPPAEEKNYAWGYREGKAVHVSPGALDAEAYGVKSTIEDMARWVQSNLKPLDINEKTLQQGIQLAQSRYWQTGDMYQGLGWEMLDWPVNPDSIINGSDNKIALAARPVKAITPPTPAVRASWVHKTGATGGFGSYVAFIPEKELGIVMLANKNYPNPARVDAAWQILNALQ
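20 mM phosphate pH 7.0 + 0.01% (detergent screen) or 0.0001% Triton X-100; 5.3 nM AmpC reagent; cpd preinc 15 min RT; nitrocefin (800 uM stock) to start; A480 q20 s × 4 min; Activity was normalised to no-enzyme and no-compound control wells.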
AmpC detergent: AmpC beta-lactamase inhibition with detergent present. P00811. AmpC hydrolysis of nitrocefin, absorbance 480 nm, 0.01% Triton. Potency, µM (highest dose often 114 µM), for the others: at the top dose activity change, negative = inhibition, hits mostly inhibitors. actives 0.041% (n = 370,000). AID 485294;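 note: potency is the fitted concentration of half-maximal effect; 0% = no-compound wells and -100% = no-enzyme wells; nearly all actives have a fitted effect of over 25% in size; some results filed as inactive show a strong effect at the top dose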
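AmpC (5.3 nM in the dispensed reagent) in 20 mM phosphate pH 7.0 with 0.01% (detergent screen) or 0.0001% Triton X-100 was preincubated with compounds for 15 min at room temperature. Nitrocefin was then added from an 800 uM solution, and hydrolysis was followed at 480 nm.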
Tb PYK inh: inhibitors of Trypanosoma brucei pyruvate kinase. Q57TT1. TbPYK enzyme, Kinase-Glo Plus ATP luminescence, 45 min. Potency, µM (top dose mostly 76.8 µM), without a hit: top-dose activity, negative = inhibition, usual class: inhibitors. actives 0.12% (n = 410,000); note: potency is the fitted concentration of half-maximal effect; nearly all actives have a fitted effect of over 50% in size
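ADP (130 uM final) triggers the TbPYK reaction after compound addition; incubation is 45 min at room temperature. Kinase-Glo Plus is then added and luminescence imaged. Normalized data are fitted to concentration-effect curves.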
HCV inh: HCV inhibition. Huh7.5.1 HCVcc-Cre infection, luciferase reporter, 44 h. Potency, µM (top dose mostly 41.8 µM), for inactives: top-dose activity change, negative = inhibition, actives largely listed as inhibitors. actives 3.4% (n = 340,000). AID 651820; note: potency is the fitted concentration of half-maximal effect
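A cell-based infection assay in which seeded cells (1,000 per well) receive test compound after 4 h, are inoculated with HCVcc-Cre at approximately 0.5 moi, and are incubated 44 h before luminescence detection.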
HCMV antiviral: human cytomegalovirus inhibition | HFF cells, HCMV-luciferase reporter, 72 h; hits give low values | activity change, negative = inhibition, % at 57.5 µM | actives 4.5% (n = 410,000); in the data active = activity change below about -60%; inconclusive = no clear call, values can overlap the other calls; inactive = above about -39%
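Two-dose cell screen: HFF monolayers treated with compounds and infected with luciferase-expressing HCMV at 1 PFU/cell, 72 h at 37C, then lysed for luciferase measurement.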
LmPK inhibitor: blocks Leishmania mexicana pyruvate kinase activity. purified LmPK, Kinase-Glo ATP luminescence, 1 h. actives 0.37% (n = 290,000). Q27686. AID 1721. Potency, µM (doses to about 57.5 µM), without a hit: at the highest dose activity change, negative = inhibition, usual class: inhibitors; note: potency is the fitted concentration of half-maximal effect
Target sequence (Q27686 whole entry, looked up): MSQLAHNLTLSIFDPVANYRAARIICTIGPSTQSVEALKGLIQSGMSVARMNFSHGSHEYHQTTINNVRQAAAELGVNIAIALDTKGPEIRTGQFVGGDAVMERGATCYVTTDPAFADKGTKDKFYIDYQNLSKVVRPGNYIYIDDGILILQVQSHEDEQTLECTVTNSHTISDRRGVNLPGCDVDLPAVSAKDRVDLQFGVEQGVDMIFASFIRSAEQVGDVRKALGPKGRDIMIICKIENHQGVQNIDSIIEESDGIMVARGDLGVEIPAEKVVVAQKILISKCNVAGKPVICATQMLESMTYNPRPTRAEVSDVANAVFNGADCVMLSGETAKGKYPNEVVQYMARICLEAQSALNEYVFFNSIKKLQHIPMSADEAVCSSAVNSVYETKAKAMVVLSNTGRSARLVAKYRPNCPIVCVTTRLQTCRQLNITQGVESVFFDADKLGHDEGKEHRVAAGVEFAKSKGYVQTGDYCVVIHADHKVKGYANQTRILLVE
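Screened at intermediate enzyme activity to detect both inhibitors and activators: LmPK at 0.1 nM, with a 0.5 nM enzyme column as activation reference. PEP 0.5 mM, ADP 0.1 mM; ATP detected by luminescence after 1 h.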
Starred values were filed as active, the others as inactive; ? = inconclusive; · = not tested or not shown; & = joins results of further samples; [ ] = remark or other dose. Unless noted, calls come from the whole dose curve; as a rule, active = well fitted curve in the direction sought with a large enough effect; inconclusive = small, poorly fitted or top-dose-only effect, or another doubt; inactive = no such curve, though single readings can be large; an effect the other way counts as inactive or inconclusive. Unless noted, % is set by controls: 0 for no effect and ±100 for the full control effect.

SMILES | AMA1 RON2 block | AmpC no deterg | AmpC detergent | Tb PYK inh | HCV inh | HCMV antiviral | LmPK inhibitor
O=C(Nc1ccc(S(=O)(=O)N2CCOCC2)cc1)c1ccc2ncsc2c1 | 9.7% | -44.5% | 4.5% | ? | -15.5% | -15.1 | 7.2%
Cc1cc(C)c2c(=O)[nH]c(SCC(=O)c3ccc(F)c(C)c3)nc2n1 | 6.1% | -12.3% | -8.8% | -1.5% | 20.4% | -102.6* | 4.7%
Cc1cc(NC(=O)Cn2c(=O)oc3ccccc32)no1 | -0.2% | -4.7% | 0.5% | 1.3% | -2.4% | -8.7 | ·
Cc1c(NC(=O)CN2C(=O)NC(C)(c3ccccc3Cl)C2=O)c(=O)n(-c2ccccc2)n1C (stereo not drawn) | 10.3% | -9.2% | ? | -4.5% | 5.9% | · | -2.8%
N#C/C(=C\c1cccc(O)c1)C(=O)N1CCCCC1 | -1.8% | -3.1% | -12.2% | 1.7% | 7.4% | 5.5 | 2.4%
O=C(CCNC(=O)c1ccc(Br)cc1)OCc1ccccc1Cl | 31.7%[activator] | -13.0% | -16.3% | 0.9% | 15.1% | 7.0 | ·
CC1CCCC(C)N1C(=O)COC(=O)c1ccc(S(=O)(=O)N(C)c2ccccc2)cc1 (stereo not drawn) | 11.3% | 42.0% | · | -1.6% | 15.2% | ? | ·
Nn1c(COc2ccccc2)nnc1SC(F)F | 14.2% | -24.2% | 2.8% | 3.2% | 5.9% | 9.9 | -0.1%
COc1ccccc1-c1noc2ncnc(Nc3cccc(C)c3)c12 | 4.5% | -30.1% | 7.0% | -2.1% | -17.1% | -18.7 | 3.4%
CCCn1ncc(CN2CCC(n3nccc3NC(=O)CCc3ccccc3)CC2)c1C | 12.3% | 14.1% | -5.1% | 2.6% | -13.7% | 2.3 | -6.8%
O=C(CN1C(=O)C2CCCCN2c2ccc(C(=O)N3CCCC3)cc21)NCc1ccccc1F (stereo not drawn) | · | · | 16.7% | -2.9% | · | -15.1 | ·
CC(=O)Nc1cccc(NC(=O)c2cccc3cccnc23)c1 | 6.5% | -21.6% | 4.1% | 3.9% | -26.0% | 21.0 | 3.0%
Cc1ccc(-n2nc(C(=O)Nc3ccc(C)c(F)c3)c3c4ccccc4n(C)c3c2=O)cc1 | · | · | -4.3% | -2.9% | · | 5.7 | ·
CNC(=S)N/N=C/c1ccco1 | 104.9%[activator] | -4.4% | 2.5% | 7.7% | 21.7% | 0.0 | -7.1%
C[C@]12CCC3C(CC[C@@H]4C[C@@H](O)CC[C@]34C)C1CC[C@@H]2O (stereo partly drawn) | -8.9% | · | · | -14.7% | 11.5% | -19.1 | ·
Cc1cc(C(=O)NN=Cc2ccc(-c3ccc(F)cc3)o2)c(C)o1 | 8.7% | -29.1% | · | -6.9% | ? | 45.1 | ·
COc1ccc2oc(=O)cc(CN3CCN(Cc4ccccc4)CC3)c2c1 | -10.6% | · | 2.8% | 6.9%&-7.2% | · | -22.5&3.3 | ·
O=C(Nc1ccccc1N1CCCCC1)C1CCN(C(=O)c2ccc(Cl)cc2)CC1 | -8.3% | 70.5%[activator] | -21.7% | -13.9% | ? | -19.9 | ·
CC(C)n1c(SC2CCOC2=O)nc2ccccc21 (stereo not drawn) | 1.4% | -10.8% | ? | 1.2% | 20.5% | 104.2 | 11.5%
CCc1nc(OCc2ccco2)c2sc3nc4c(cc3c2n1)COC(C)(C)C4 | -4.1% | -8.5% | -13.6% | -26.4% | ? | -26.2 | -12.0%
COc1cc(C2CC(=O)Nc3c2c(=O)n(C)c(=O)n3C)cc(OC)c1OC (stereo not drawn) | · | · | -5.6% | 4.3% | · | 3.3 | ·
O=C(NNC(=O)c1cccs1)c1ccncc1 | ? | -12.2% | ? | -4.3% | 2.7% | -27.7 | -1.6%
OC[C@@H]1[C@@H](c2ccc(Cl)cc2)C(c2ccc(F)cc2)=NN1c1ccccc1 | 82.0%[activator] | -28.6% | · | 5.7% | ? | -6.1 | ·
Cc1cc(S(=O)(=O)NCCc2ccccc2)ccc1-n1cnnn1 | -12.4% | -5.7% | -2.9% | -5.2% | -8.7% | 23.4 | 1.0%
O=C(Nc1ccccc1C(F)(F)F)N1CCC(CN2CCc3ccccc3C2)CC1 | · | · | 11.7% | 7.7% | · | -24.3 | ·
Remaining list, next part.
SMILES | AMA1 RON2 block | AmpC no deterg | AmpC detergent | Tb PYK inh | HCV inh | HCMV antiviral | LmPK inhibitor
CCOC(=O)C1=C(COC(=O)/C=C/c2cccc(Cl)c2)NC(=O)NC1C (stereo not drawn) | -2.5% | -22.4% | 4.2% | -1.3% | 2.5% | -3.1 | ·
Cc1ccc(CNCc2ccco2)cc1 | ? | -2.1% | -14.6% | 7.6% | 9.1% | -5.4 | -2.8%
COc1cccc2sc(NNC(=O)COc3ccccc3)nc12 | 111.8%[activator] | -8.8% | 5.5% | -6.5% | ? | 2.1 | 2.6%
Cc1cccc(NC(=O)c2ccc(S(=O)(=O)N(C)c3ccccc3)cc2)n1 | -3.5% | -17.6% | · | -2.5% | ? | -30.2 | ·
CCOC(=O)C1CCN(C(=O)c2ccc(N3CCCC3=O)cc2)CC1 | -3.1%[11.6 µM] | -8.1% | ? | 0.6% | 4.3% | 0.0 | ·
Cn1cc(C(=O)N2CCN(C(=O)c3ccco3)CC2)c2c3ccccc3n(C)c2c1=O | -1.2% | 14.3% | ? | -3.6% | -8.4% | 79.6 | 2.8%
COc1ccc(NC(=O)NCCCN2CCCC2=O)cc1 | 11.9% | ? | -0.1% | 2.4% | 1.1% | 34.1 | 1.7%
CCOC(=O)c1sc(SC)c2c1CCCC2=O | 0.0% | -5.5% | 3.0% | 5.6% | -27.7% | -4.9 | -3.1%
Cc1ccc(C)c(/C=N/Nc2ccccn2)c1 | -11.1% | -24.1% | ? | 1.7% | ? | 6.2 | 4.2%
CN(/N=C/c1cc([N+](=O)[O-])ccc1O)c1ccccc1 | 6.1% | -25.5% | -9.6% | 4.8% | ? | 116.9 | -0.4%
Cc1cc(C)n(C(=O)c2ccc(C)c(F)c2F)n1 | 24.1% | -10.3% | -8.7% | -8.8% | -10.3% | 1.7 | -3.0%
CCOC(=O)c1c(C2CCN(C(=O)OCC)CC2)nc2ccccn12 | -4.2% | 67.0%[activator] | -16.1% | 2.2% | -17.6% | -39.5 | -3.7%
O=C(NC1CCCCCCC1)C1CCN(c2nc3ccccc3o2)CC1 | 6.9% | 33.3% | 3.0% | -1.5% | ? | -88.1* | 0.0%
COc1ccc(C)cc1NC(=O)C1CCCCC1C(=O)O (stereo not drawn) | -0.6% | -12.7% | -14.7% | 3.2% | -0.9% | -18.4 | -0.9%
CC(C)(C)c1ccc(C(=O)Nn2c(CCC(=O)O)ccc2-c2cccs2)cc1 | 66.1%[activator] | -27.5% | 4.3% | -7.4% | ? | 22.8 | 11.2%
COc1ccc(C2CC(c3ccc4ccccc4c3)=NN2C(=O)CN2CCC(C(N)=O)CC2)cc1 (stereo not drawn) | -10.6% | 267.4%[activator] | 4.6% | -0.6% | -24.0% | 83.8 | 7.4%
COC(=O)c1ccc(N2C(=O)C3CC(C)=C(C)CC3C2=O)cc1 (stereo not drawn) | 7.0% | 15.9% | -12.1% | 3.3% | 12.4% | 5.7 | 8.8%
CCN1c2ccccc2-c2nc(SCC(=O)Nc3cc(C)c(Cl)cc3OC)ncc2S1(=O)=O | · | · | -4.6% | -6.9% | · | -13.6 | ·
CC12CCC(C(=O)N3CCC(Cc4ccccc4)CC3)(C(=O)C1=O)C2(C)C (stereo not drawn) | -26.5% | 69.8%[activator] | ? | -7.1% | -24.3% | -34.7 | -0.5%
CC(C)[C@H](NC(=O)c1ccccc1)C(=O)OCC(=O)N1CCN(C(=O)c2ccco2)CC1 | -6.9% | -10.3% | -5.2% | -8.3% | 4.3% | 8.1 | 7.6%
N/C(=N\OC(=O)c1cccc(Cn2cc(C(F)(F)F)ccc2=O)c1)c1ccc(Cl)cc1 | -20.5% | -5.5% | 13.2% | 2.1% | -14.5% | -64.5* | 6.9%
CN(C)CCCn1c2c(c(SCC(=O)Nc3nccs3)nc1=O)CCC2 | 8.4% | -11.5% | ? | 0.0% | -22.1% | -22.0 | ·
CCN(CC)S(=O)(=O)c1cccc(NC(=O)c2cncc(Br)c2)c1 | -5.5% | -43.8% | 0.4% | 1.3% | ? | -3.6 | 3.2%
CCOc1ccc(NC2=CC(=O)CCC2)cc1 | 0.0% | -18.1% | -6.6% | -5.2% | ? | 48.4 | -1.1%
COc1cccc(NC(=O)C2CCN(S(=O)(=O)c3ccccc3)CC2)c1 | 15.6% | -31.5% | -7.5% | 0.9% | -11.8% | -33.7 | -15.7%
Cc1ccc(Cn2c(-c3nonc3N)nc3ccccc32)cc1 | 22.9% | -36.2% | 1.8% | -9.0% | -7.0% | 21.3 | 4.9%
CCn1c(C(=O)N2CCCC(C(=O)NCCCOC)C2)cc2sccc21 (stereo not drawn) | · | · | 1.8% | -0.7% | · | -5.0 | ·

Some of these compounds in order of molar mass, low to high:
SMILES | AMA1 RON2 block | AmpC no deterg | AmpC detergent | Tb PYK inh | HCV inh | HCMV antiviral | LmPK inhibitor
CCOC(=O)c1sc(SC)c2c1CCCC2=O | 0.0% | -5.5% | 3.0% | 5.6% | -27.7% | -4.9 | -3.1%
COC(=O)c1ccc(N2C(=O)C3CC(C)=C(C)CC3C2=O)cc1 (stereo not drawn) | 7.0% | 15.9% | -12.1% | 3.3% | 12.4% | 5.7 | 8.8%
CCn1c(C(=O)N2CCCC(C(=O)NCCCOC)C2)cc2sccc21 (stereo not drawn) | · | · | 1.8% | -0.7% | · | -5.0 | ·
CCOC(=O)C1=C(COC(=O)/C=C/c2cccc(Cl)c2)NC(=O)NC1C (stereo not drawn) | -2.5% | -22.4% | 4.2% | -1.3% | 2.5% | -3.1 | ·
CN(C)CCCn1c2c(c(SCC(=O)Nc3nccs3)nc1=O)CCC2 | 8.4% | -11.5% | ? | 0.0% | -22.1% | -22.0 | ·
CC(C)[C@H](NC(=O)c1ccccc1)C(=O)OCC(=O)N1CCN(C(=O)c2ccco2)CC1 | -6.9% | -10.3% | -5.2% | -8.3% | 4.3% | 8.1 | 7.6%
COc1ccc(C2CC(c3ccc4ccccc4c3)=NN2C(=O)CN2CCC(C(N)=O)CC2)cc1 (stereo not drawn) | -10.6% | 267.4%[activator] | 4.6% | -0.6% | -24.0% | 83.8 | 7.4%
CCN1c2ccccc2-c2nc(SCC(=O)Nc3cc(C)c(Cl)cc3OC)ncc2S1(=O)=O | · | · | -4.6% | -6.9% | · | -13.6 | ·
